Chronic BCR inh – qHTS Assay to Find Inhibitors of Chronic Active B-Cell Receptor Signaling; ABC-DLBCL IkBa-CBG/CBR reporter, luminescence ratio, 4 h; Potency, µM (top dose mostly 46.1 µM), inactives show top-dose ratio change, negative = lower green/red ratio, most hits filed as inhibitors; hit rate 0.05% among 340,000; AID 493014, 2011; active = well fitted inhibition curve with a large enough effect in the signal ratio, with a control signal flat, not every such curve was filed as active; inconclusive = small, poorly fitted or top-dose-only effect, or effect the other way, or a change in a side signal; the % refers to the signal ratio;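 note: potency is the fitted concentration of half-maximal effect; plate controls were basal doxycycline-induced cells for no effect and cells given 10 µM MG132 for full effect; MG132 reads +100%, hits lower the ratio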
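Cell line TMD8 (human ABC DLBCL), stably expressing tet-inducible CBG68-IkBa fusion and CBR; IMDM/0.5% FBS; cpd up to 46 uM; dox induction, 4 h, 37C/5% CO2; dual luminescence; green/red ratio; MG132 control.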
PTAP TSG101 blk – qHTS Assay for Iinhibitors of HIV-1 Budding by Blocking the Interaction of PTAP/TSG101 | Tumor susceptibility gene 101 protein (Homo sapiens), Q99816 | Fluorescence polarization, FITC-PTAP peptide / Tsg101 binding | Potency, µM (titrated, usually from 115 µM), for inactives: top-dose activity change, negative = inhibition, most hits filed as inhibitors | 340,000 tested, under 10 active | AID 493005, 2010; active = well fitted inhibition curve with a large enough effect in the main read-out, with a control signal flat, not every such curve was filed as active; inconclusive = small, poorly fitted or top-dose-only effect, or effect the other way, or a change in a side signal; inactive = no such curve, though single readings can be large or run the other way; note: potency is the fitted concentration of half-maximal effect; % of control where 0% means no effect
Target sequence (Q99816 whole entry, looked up): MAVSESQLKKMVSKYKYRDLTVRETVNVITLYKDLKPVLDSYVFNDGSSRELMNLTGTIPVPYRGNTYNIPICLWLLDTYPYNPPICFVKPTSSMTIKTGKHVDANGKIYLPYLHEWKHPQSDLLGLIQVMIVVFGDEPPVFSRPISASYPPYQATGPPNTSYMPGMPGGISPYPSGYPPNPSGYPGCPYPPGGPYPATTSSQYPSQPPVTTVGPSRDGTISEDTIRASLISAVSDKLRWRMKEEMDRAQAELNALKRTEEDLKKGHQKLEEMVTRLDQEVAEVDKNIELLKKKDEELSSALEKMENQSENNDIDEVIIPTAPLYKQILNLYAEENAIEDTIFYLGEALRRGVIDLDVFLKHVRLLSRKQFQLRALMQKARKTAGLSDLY
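Steps: Tsg101 binding domain dispensed (10 uM final), compounds pinned in DMSO, FITC-labeled PTAP-motif peptide added (50 nM final); after 20 min binding at room temperature, polarization measured.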
Tb PFK block – qHTS Assay to Find Inhibitors of T. brucei phosphofructokinase | ATP-dependent 6-phosphofructokinase (Trypanosoma brucei brucei), O15648 | T. brucei PFK, ADP-Glo luminescence | Potency, µM (titrated, usually from 57.5 µM), without a hit: at the highest dose activity, negative = inhibition, actives largely listed as inhibitors | hit rate 0.17% among 330,000;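 note: potency is the fitted concentration of half-maximal effect; 0% = uninhibited 1x PFK enzyme wells and -100% = no-enzyme wells; nearly all actives have a fitted effect of over 60% in size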
Target sequence (O15648 whole entry, looked up): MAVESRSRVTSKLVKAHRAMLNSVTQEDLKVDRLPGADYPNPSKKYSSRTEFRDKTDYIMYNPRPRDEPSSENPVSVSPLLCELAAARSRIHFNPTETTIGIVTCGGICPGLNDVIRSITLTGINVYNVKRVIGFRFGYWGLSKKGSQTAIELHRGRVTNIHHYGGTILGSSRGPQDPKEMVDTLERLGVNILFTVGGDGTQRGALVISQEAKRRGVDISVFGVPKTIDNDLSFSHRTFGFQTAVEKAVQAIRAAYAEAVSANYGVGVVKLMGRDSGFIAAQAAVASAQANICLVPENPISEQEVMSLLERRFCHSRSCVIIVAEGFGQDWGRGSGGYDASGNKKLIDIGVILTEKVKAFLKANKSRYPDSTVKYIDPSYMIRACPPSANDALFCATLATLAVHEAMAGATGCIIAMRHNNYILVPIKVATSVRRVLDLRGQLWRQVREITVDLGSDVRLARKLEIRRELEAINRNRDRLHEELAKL
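PFK 1.25 nM, F6P 0.5 mM, ATP 0.1 mM, 0.1 M TEA pH 8.0, 5 mM MgCl2, 0.01% Tween20, 0.1% BSA; 45 min RT. ADP-Glo readout. qHTS titration up to 57 uM; curves fitted, compounds curve-classed.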
USP2a block – qHTS Assay for Inhibitors of Ubiquitin-specific Protease USP2a Using CHOP2 as the Reporter | Ubiquitin carboxyl-terminal hydrolase 2 (Homo sapiens), O75604 | USP2 core, Ub-CHOP2 coupled fluorogenic reporter, 485/531 | Potency, µM (titrated, usually from 38.3 µM), for inactives: at the top dose activity change, negative = inhibition, actives largely listed as inhibitors | hit rate 0.01% among 330,000 | AID 463254, 2010;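 note: potency is the fitted concentration of half-maximal effect; plate controls were DMSO wells for no effect and full inhibition by NEM control for full effect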
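USP2 core (10nM final) preincubated 30min RT with compound in 20mM Tris-HCl pH 8.0, 2mM CaCl2, 2mM beta-mercaptoethanol, 0.05% CHAPS; 25nM Ub-CHOP2 plus 25nM reporter substrate added, fluorescence (Ex485/Em531) read after 60min.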
TCR act – Activators of T cell receptors: qHTS campaign; primary human leukocytes, anti-CD3, IL-2 HTRF, 48 h; Potency, µM (doses to about 9.22 µM), inactives show top-dose activation of IL-2 secretion, usual class: activators; 330,000 tested, under 10 active; AID 504894, 2011; note: % of control where 0% means no effect
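IL-2 release read by HTRF sandwich (Eu cryptate donor, d2 acceptor, 665 nm emission) after 48 hr exposure of primary human leukocytes to compound together with anti-CD3 beads in the absence of co-stimulatory signals.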
ELG1 repair inh – qHTS screen for small molecules that inhibit ELG1-dependent DNA repair in human embryonic kidney (HEK293T) cells expressing luciferase-tagged ELG1; HEK293T ELG1-luciferase reporter, luminescence, 16 h; DNA damage induced by 5-fluorouridine; Potency, µM (highest dose often 46.1 µM), inactives show at the top dose activity change, negative = inhibition, hits mostly inhibitors; hit rate 2.3% among 330,000; note: potency is the fitted concentration of half-maximal effect; % is set by controls: 0 for no effect and ±100 for the full control effect; nearly all actives have a fitted effect of over 55% in size
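Reporter activity after DNA damage by 5-fluorouridine is monitored. Compound-treated cells incubate 16 hr at 37 °C, then ONE-Glo is added for 30 min before luminescence reading.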
Mito fusion yeast – qHTS Assay for Small Molecule Inhibitors of Mitochondrial Division or Activators of Mitochondrial Fusion | S. cerevisiae fusion-defective mutant growth rescue, CellTiterGlo 48 h | Potency, µM (doses to about 46.1 µM), for the others: at the top dose growth rescue (activation), hits mostly activators | hit rate 0.23% among 320,000;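 note: potency is the fitted concentration of half-maximal effect; % of control where 0% means no effect; nearly all actives have a fitted effect of over 45% in size; temperature-sensitive fusion mutants such as fzo1-1 at 37 °C on non-fermentable ethanol glycerol medium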
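Yeast fusion mutant, YPEG (non-fermentable carbon), compound, 48 h at 37C non-permissive; CellTiterGlo added, 10 min RT, luminescence read. Rescued growth = division inhibition.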
Eya2 phos inh – qHTS Assay for Inhibitors of the Phosphatase Activity of Eya2 | Potency, µM (top dose mostly 76.9 µM), without a hit: at the top dose activity, negative = inhibition, most hits filed as inhibitors | hit rate 0.006% among 330,000 | AID 488837, 2010 | recombinant Eya2, OMFP fluorescence dephosphorylation (OMFP is methylfluorescein phosphate) | Protein phosphatase EYA2 (Homo sapiens), O00167; note: potency is the fitted concentration of half-maximal effect; % is set by controls: 0 for no effect and ±100 for the full control effect
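Eya2 protein (added as 0.2 uM solution) was preincubated with compound for 10 min at ambient temperature in 50 mM HEPES pH 7.5, 50 mM NaCl, 5 uM MgCl2, 0.05% BSA, 1 mM DTT. OMFP (added at 50 uM) then reacted 10 min; fluorescence read at 485/525 nm.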
TSHR antag – Antagonists of the Thyroid Stimulating Hormone Receptor: HTS campaign. Thyrotropin receptor (Homo sapiens), P16473. TSHR-expressing cells, TSH-stimulated cAMP HTRF, 2 h; stronger effect = lower value. activity change, negative = inhibition, % at 11.5 µM. hit rate 0.2% among 330,000. AID 504810, 2011;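 active = activity change below a set negative limit, meaning inhibition stronger than a set level, cut at about -70% in these data; inconclusive = activity change between two set negative limits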; note: % is set by controls: 0 for no effect and ±100 for the full control effect
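Competitive HTRF cAMP read-out (cryptate anti-cAMP antibody, cAMP-d2; 30 min, room temperature) in freshly harvested TSHR cells. Compounds added before TSH at EC80 (4nM final), followed by 2 hours' incubation at 37 deg C.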
B2AR arrestin – qHTS assay of beta-arrestin-biased ligands of beta2-adrenergic receptor. Beta-2 adrenergic receptor (Homo sapiens), P07550. beta-arrestin recruitment to beta2AR, cell-based reporter. Potency, µM (top dose mostly 46.1 µM), for the others: at the top dose activation, usual class: activators. hit rate 0.02% among 330,000. AID 492947, 2010;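 note: potency is the fitted concentration of half-maximal effect; 0% = DMSO controls and full agonism = EC100 isoproterenol or metaproterenol; nearly all actives have a fitted effect of over 65% in size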
uPA generation – qHTS for Inhibitors of Cell Surface uPA Generation; Potency, µM (titrated, usually from 38.3 µM), for inactives: at the highest dose activity change, negative = inhibition, actives largely listed as inhibitors; cell surface uPA generation assay, qHTS; hit rate 0.31% among 330,000; active = well fitted inhibition curve with a large enough effect; inconclusive = small, poorly fitted or top-dose-only effect; inactive = no such curve, though single readings can be large or run the other way; tested in mouse RAW 264.7 cells; note: potency is the fitted concentration of half-maximal effect; % is set by controls: 0 for no effect and ±100 for the full control effect; nearly all actives have a fitted effect of over 55% in size
Active calls of the source: *; ? = inconclusive; . = no result given; [ ] = another dose, or the depositor's remark. Unless noted, calls come from the whole dose curve; as a rule, active = well fitted curve in the direction sought with a large enough effect; inconclusive = small, poorly fitted or top-dose-only effect, or another doubt; inactive = no such curve, though single readings can be large; an effect the other way counts as inactive or inconclusive.

cpd	canonical_smiles	Eya2 phos inh	Tb PFK block	Mito fusion yeast	uPA generation	TSHR antag	USP2a block	B2AR arrestin	ELG1 repair inh	Chronic BCR inh	TCR act	PTAP TSG101 blk
1	CCN(CC(=O)Nc1ccc2c(c1)OCCO2)C(=O)CCOc1ccccc1	-9%	0%	-2%	-8%	27	3%	2.9%	?	?	11%	-2%
2	Cc1ccc(-c2nc(CS(=O)(=O)CC(=O)NCCCN3CCOCC3)c(C)o2)cc1	-9%	-1%	0%	-2%	0	0%	0.0%	16%	-2%	4%	-2%
3	CCC(C)c1ccc(O)c(NC(=S)NC(=O)c2cccnc2)c1 (configuration not stated)	1%	-2%	-2%	-8%	5	1%	-1.2%	-4%	-9%	.	-1%
4	CN(C)CCNC(=O)c1cc(Sc2ccc(F)cc2)nc2ccccc12	14%	-1%	8%	.	18	13%	-0.4%	-9%	?	.	.
5	CCCC(C)NC(=O)c1cccc(Oc2ccccc2)c1 (configuration not stated)	-17%	-3%	0%	2%	-31	-10%	-0.3%	-18%	-4%	-1%	-1%
6	c1ccc(-c2nn3c(C4CCCCC4)nnc3s2)cc1	-3%	1%	11%	2%	10	4%	0.3%	9%	-1%	2%	-2%
7	CN1CCN(CC(=O)N(Cc2c(C#N)c3ccccc3n2C)c2ccccc2)CC1	-17%	-1%	-1%	4%	5	0%	-0.2%	2%	-1%	3%	-1%
8	COc1ccc(Br)cc1/C=N/n1c(COc2ccccc2)n[nH]c1=S	-5%	-8%	-7%	-2%	1	-6%	0.3%	9%	?	5%	-1%
9	Cc1cc(C)c(S(=O)(=O)NCc2ccccn2)cc1C	-1%	-3%	-2%	6%	13	-2%	0.3%	10%	1%	3%	-7%
10	O=C(CSCc1ccccc1Cl)NNC(=O)c1ccccc1	-4%	-3%	4%	.	16	-1%	-0.2%	-6%	-2%	0%	-2%
11	COc1ccc(CCNc2nnc(Sc3nnnn3-c3ccccc3)s2)cc1OC	1%	-5%	-6%	.	-2	-1%	-0.1%	.	?	-1%	-4%
12	COc1ccc(CCNC(=O)C2CCN(S(=O)(=O)N3CCC(C)CC3)CC2)cc1OC	-5%	2%	4%	-8%	0	5%	0.1%	16%	?	-1%	-6%
13	Clc1nssc1=Nc1ccc(Br)cc1	17%	?	-3%	-1%	-30	-2%	0.7%	?	?	-1%	5%
14	O=C(O)Cc1ccc(NC(=O)COc2ccc3ccccc3c2)cc1	-6%	0%	3%	-4%	-9	-1%	0.3%	5%	?	-8%	.
15	CSc1ccccc1NC(=O)Cc1ccccc1	0%	1%	8%	-4%	2	-2%	0.1%	-16%	1%	2%	-3%
16	Cc1cccc(NC(=O)CN(CCc2ccccc2)S(C)(=O)=O)c1	5%	-2%	3%	24%	-9	1%	-1.2%	-2%	1%	5%	-4%
17	CCCN(CCC(=O)Nc1ccccc1F)CC1CC1	1%	-5%	-1%	13%	5	1%	-0.2%	10%	-7%	0%	-8%
18	Cc1cc(C)c(C#N)c(SCC(=O)N(CCC#N)c2ccc3c(c2)OCCO3)n1	-17%	0%	1%	?	-4	1%	3.0%	5%	?	6%	-3%
19	O=C(Nc1ccc(S(=O)(=O)Nc2nccs2)cc1)c1cccc(N2C(=O)c3ccccc3C2=O)c1	-3%	27%	-2%	19%	11	-25%	-0.1%	4%	-8%	7%	?
20	N#C/C(=C\c1cccnc1)c1ccc([N+](=O)[O-])cc1	-4%	1%	7%	-11%	0	-2%	-0.6%	?	0%	.	0%
21	Cn1c(=O)n(C)c2cc([N+](=O)[O-])c(N3CCN(S(=O)(=O)c4ccccc4)CC3)cc21	-11%	-12%	20%	-7%	-13	2%	-0.3%	12µM*	?	-3%[46.1 µM]	5%
22	C/C(=N\NC(=O)c1cc2c(s1)CCC(C)C2)c1cccnc1 (configuration not stated)	3%	8%	21%	-5%	0	5%	-0.3%	7%	-15%	2%[46.1 µM]	-2%
23	O=C(O)C(Cc1ccccc1)N=Cc1c(O)c2ccccc2oc1=O (configuration not stated)	11%	-4%	15%	2%	4	3%	0.0%	6%	?	-2%	0%
24	CN(CC(=O)Nc1ccccc1Cl)C(=O)c1cc(=O)[nH]c2ccccc12	-7%	0%	4%	4%	-2	-1%	0.2%	?	-8%	-5%	-2%
25	CC1=C([N+](=O)[O-])C(c2ccccc2Cl)NC(=O)N1 (configuration not stated)	-29%	-5%	-1%	-2%	5	-2%	9.2%	-10%	3%	.	0%
26	O=C(NCCCN1CCN(c2ccccc2F)CC1)C1CCN(S(=O)(=O)N2CCOCC2)CC1	-6%	-1%	3%	-2%	16	-5%	0.3%	6%	-2%	-4%	-2%
27	CC(NC(=O)c1ccccc1F)c1nnc(SCC(=O)N2CCN(c3ccccc3)CC2)n1C (configuration not stated)	-7%	1%	-6%	4%	-8	-2%	-0.4%	-7%	1%	1%	-1%
28	COc1ccc(CCN(C)C(=O)C2CCN(Cc3ccccc3)CC2)cc1OC	-6%	2%	11%	-5%	-5	3%	0.2%	6%	1%	0%	-3%
29	O=C(NCCNC(=O)c1cc(F)cc(F)c1)c1cc(F)cc(F)c1	-2%	0%	4%	2%	1	2%	-0.5%	-1%	4%	-7%	-2%
30	CC(NC(=O)CNC(=O)c1ccccc1F)c1ccc(-n2ccnc2)cc1 (configuration not stated)	-7%	9%	4%	0%	-9	-4%	-0.3%	?	-3%	-4%	-4%
31	O=C(CCn1cnc2ccccc2c1=O)Nc1ccc(S(=O)(=O)N2CCCCC2)cc1	1%	-2%	0%	0%	-5	0%	0.2%	-13%	?	0%	-3%
32	COC(=O)C(c1ccccc1)C(C(=O)OC)c1ccccc1 (configuration not stated)	1%	1%	0%	-2%	0	2%	0.0%	3%	8%	-4%	-2%
33	Cc1c(C(=O)N(C)C2CC(C)(C)NC(C)(C)C2)oc2c(F)cccc12	-13%	-11%	-1%	-12%	9	0%	0.3%	2%	-6%	-4%	-4%
34	O=C(NCCN1CCNCC1)c1ccccn1	34%	-2%	1%	1%	16	-2%	-0.5%	0%	2%	2%	-4%
35	CCOC(=O)C1CCCN(C(=O)c2cccc(S(=O)(=O)N(Cc3ccccc3)c3ccccc3OC)c2)C1 (configuration not stated)	2%	5%	15%	-3%	-10	3%	-0.1%	-21%	7%	3%	-2%
36	Cn1c(CN2CCOCC2)nnc1SCC(N)=O	-9%	-3%	2%	3%	6	-2%	-0.7%	9%	-10%	0%	-3%
37	CC(C)N1C(=O)CCC1C(=O)N1CCN(c2ccc(F)cc2)CC1 (configuration not stated)	0%	0%	3%	0%	-2	-5%	-0.4%	-9%	-2%	1%	-2%
38	CC(=O)NNC(=S)NC(=O)c1ccccc1	-1%	-6%	-1%	4%	-8	1%	0.2%	?	2%	5%	1%
39	O=C(OCc1ccc([N+](=O)[O-])cc1)c1cc(S(=O)(=O)N2CCCCC2)ccc1N1CCOCC1	18%	-9%	3%	?	7	-2%	0.1%	?	1%	5%	1%
